procasp3 activ = activates human procaspase-3 | P42574 | recombinant procaspase-3 D3A, Ac-DEVD-pNA absorbance 405 nm | activation, % at 8.5 µM | 0.11% of 330,000 active;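 active = activation above the mean of all tested compounds plus 3 SD, cut at about 21% in these data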;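 note: 0% = DMSO alone and 100% = DMSO wells spiked with extra 5 µM PC-3 D3A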
Target sequence (P42574 whole entry D9A/D28A/D175A): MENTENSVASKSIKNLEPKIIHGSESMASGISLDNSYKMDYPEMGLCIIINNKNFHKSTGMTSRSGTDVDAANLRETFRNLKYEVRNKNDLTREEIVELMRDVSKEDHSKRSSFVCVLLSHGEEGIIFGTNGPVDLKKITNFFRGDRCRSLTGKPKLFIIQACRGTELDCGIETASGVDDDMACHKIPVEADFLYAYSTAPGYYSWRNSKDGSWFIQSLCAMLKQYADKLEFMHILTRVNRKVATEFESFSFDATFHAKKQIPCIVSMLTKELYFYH
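Test system: Procaspase-3 D3A mutant; medium: Zinc-free HEPES/NaCl buffer with 0.01% Triton X-100 at pH 7.4; reagent: DEVD-pNA substrate; doses: one concentration, 8.5 µM nominal, 0.8% DMSO; times: 1 h preincubation plus 2 h reaction at 25 °C; signal: Epi-absorbance at 405 nm of released p-nitroaniline, 0 and 120 min; replicates: singlicate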
TPT1 inh = C. albicans TPT1 enzyme inhibition | recombinant caTPT1, FP RNA substrate dephosphorylation | inhibition, % at 5 µM | 0.81% of 300,000 active;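 active = inhibition above the mean of all tested compounds plus 3 SD, set per screening campaign, cut at about 24% in these data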;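 note: plate controls were DMSO alone for no effect and ferristatin control at 100 nM for full effect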
HCV core dimer = HCV core protein dimerization inhibition. 0.33% of 300,000 active. TR-FRET GST/Flag-core106 dimerization, 1536-well. AID 1899. inhibition, % at 5 µM;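 active = inhibition above the mean of all tested compounds plus 3 SD, set per screening campaign, cut at about 45% in these data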
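System: GST-tagged and Flag-tagged HCV core protein residues 1-106 / Input: core106 proteins, GST 13.5 nM and Flag 17 nM / Buffer or medium: KF-containing HEPES buffer, pH 7.45, DTT, CHAPS, BSA / Probe or stimulus: Eu-anti-GST and XL665-anti-Flag labelled anti-tag antibodies / Schedule: 4 h, 22.5 °C incubation / Technique: TR-FRET 671 and 617 nm emission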
procasp7 counter = activates human procaspase-7, counter-screen for procaspase-3 activators; P55210; recombinant procaspase-7, Ac-DEVD-pNA absorbance 405 nm; D23A/D198A/D206A triple mutant, cannot self-cleave; scale: DMSO 0, 5 µM enzyme 100; activation, % at 8.5 µM; 0.093% of 330,000 active;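 active = percent activation above the screen-wide mean plus 3 SD, cut at about 25% in these data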
Target sequence (P55210 whole entry D23A/D198A/D206A): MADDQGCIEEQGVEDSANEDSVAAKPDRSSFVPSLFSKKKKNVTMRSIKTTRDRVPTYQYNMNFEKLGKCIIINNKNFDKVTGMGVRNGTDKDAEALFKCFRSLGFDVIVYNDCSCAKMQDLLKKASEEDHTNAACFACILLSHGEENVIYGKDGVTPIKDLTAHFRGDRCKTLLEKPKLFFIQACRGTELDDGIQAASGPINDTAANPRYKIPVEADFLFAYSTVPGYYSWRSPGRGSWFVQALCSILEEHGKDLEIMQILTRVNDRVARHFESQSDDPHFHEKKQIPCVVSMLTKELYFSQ
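System: Procaspase-7 triple mutant (PC-7 D3A); measure: % activation from two-timepoint absorbance difference, scaled to controls; times: 1 h compound preincubation, 2 h substrate cleavage, 25 °C; also added: Ac-DEVD-pNA substrate, 400 µM as added; measured by: Epi-absorbance of released pNA at 405 nm, two timepoints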
JMJD2C inh = human JMJD2C demethylase inhibition. Q9H3R0. GST-JMJD2C(1-420) H3K9me3 demethylation, DELFIA europium. inhibition, % at 2.35 µM. 0.069% of 330,000 active;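 active = more than half of a compound's replicate wells show inhibition beyond 50%, single wells judged on their own value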;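 note: signal counts dimethyl H3K9 product captured on neutravidin plate; 0% = median of DMSO wells and 100% = 0.3 times that DMSO median; strong numbers were not always called active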
PP5 primary = inhibitors of human protein phosphatase 5 (PP5) | purified PP5c, OMFP substrate fluorescence | inhibition, % at 6.7 µM | 0.18% of 320,000 active;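 active = inhibition above the campaign's mean inhibition across all tested compounds plus 3 SD, cut at about 9.5% in these data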;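 note: 0% = DMSO only and 100% = 100 µM cantharidin control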
Target sequence (P53041 whole entry, looked up): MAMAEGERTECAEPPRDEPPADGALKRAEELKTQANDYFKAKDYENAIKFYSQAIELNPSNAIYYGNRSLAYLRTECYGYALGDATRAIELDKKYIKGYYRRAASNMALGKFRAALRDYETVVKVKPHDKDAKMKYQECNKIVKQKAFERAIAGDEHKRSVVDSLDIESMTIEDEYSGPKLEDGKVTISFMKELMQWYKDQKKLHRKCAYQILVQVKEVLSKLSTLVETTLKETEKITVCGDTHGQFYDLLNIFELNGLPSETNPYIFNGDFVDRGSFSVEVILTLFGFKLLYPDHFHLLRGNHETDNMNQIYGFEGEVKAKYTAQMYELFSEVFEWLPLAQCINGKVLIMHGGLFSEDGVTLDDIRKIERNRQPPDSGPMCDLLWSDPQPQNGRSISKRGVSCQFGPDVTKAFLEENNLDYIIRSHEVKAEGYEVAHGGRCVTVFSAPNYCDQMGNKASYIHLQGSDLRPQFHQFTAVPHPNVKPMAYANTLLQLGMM
CTSL1 counter = counter-screen for PFM18AAP inhibitors: inhibitors of F. hepatica cathepsin L1. recombinant F. hepatica cathepsin L1, Z-Leu-Arg-MCA fluorescence. inhibition, % at 5.96 µM. 0.49% of 300,000 active. AID 1906;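 active = inhibition above the mean of all tested compounds plus 3 SD, set per screening campaign, cut at about 17% in these data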;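 note: 0% = plate median of test compound wells and 100% = 1 µM Z-Phe-Ala-diazomethylketone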
PP1 inh = counter-screen for PP5 inhibitors: inhibitors of human PP1-alpha. purified PP1alpha, OMFP fluorescence. P62136. AID 2235. inhibition, % at 6.7 µM. 0.9% of 320,000 active;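 active = inhibition above the mean inhibition of all tested compounds plus 3 SD, computed separately for each screening campaign, cut at about 15% in these data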
Efflux pump mplx = antifungal efflux pump inhibition, Nile Red retention; S. cerevisiae Candida pump triplex; inhibition, % at 10 µM; 0.44% of 330,000 active; AID 485275;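 active = plate passing quality check with inhibition over a set limit, or well fluorescence over plate mean plus 4 SD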;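 note: Nile Red retained in pooled yeast measured as flow cytometry median fluorescence; 0% = buffer negative control and 100% = Enniatin B positive control; higher means more Nile Red kept so more efflux inhibition; some compounds called inactive have numbers as strong as hits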
* marks the source's active call; other numbers are inactive results; . = no result given; & = joins results of further samples.

SMILES	procasp3 activ	TPT1 inh	HCV core dimer	procasp7 counter	JMJD2C inh	PP5 primary	CTSL1 counter	PP1 inh	Efflux pump mplx
S=C(Nc1ccc(Oc2ccccc2)cc1)N(CCCN1CCOCC1)Cc1ccccn1	-7	1	3	-10	17	2.8	3	2	-0.1
COc1cc(-c2nnc(SCC(=O)N3CCOCC3)o2)cc(OC)c1OC	-2	-4	-4	-4	27	1.3	-3	-2	0.0
O=c1oc2ccc([N+](=O)[O-])cc2c(N2CCOCC2)c1[N+](=O)[O-]	1	-3	-148	1	4	1.0	-2	-1	-0.3
O=C(CN1C(=O)NC2(CCCC2)C1=O)OCCOc1ccc(Cl)cc1	9	2	-3	-3	9	0.9	1	-1	-0.1
Cc1ccc(C(=O)ONc2ccc(N=NC(=O)c3ccccc3O)cc2)cc1	-6	-4	-3	-12	-4	1.3	-5	-2	0.3
Cc1nn(C(=O)c2cc([N+](=O)[O-])ccc2Cl)c(C)c1Br	-5	2	-7	-14	-13	-6.5	-3	-8	0.6
O=C(O)CSCC(=O)Nc1cccc(C(F)(F)F)c1	-1	-1	1	6	3	3.5	17*	-11	-0.1
O=C(O)CCC(=O)Nc1ccc(-n2ccc(C(F)(F)F)n2)cc1	-2	-1	-1	5	-11	1.8	-2	-7	0.1
CCN1C(=O)N[C@@H](c2cccc(F)c2)C(C(=O)OC)=C1C	9	1	2	-7	-11	0.7	3	-2	-0.1
CC(C)C(NCc1c(Cl)cccc1Cl)C(=O)O (configuration not stated)	-1	1	-3	1	-1	4.9	-4	-4	-0.1
Cc1ccccc1NC(=O)Cn1c([N+](=O)[O-])cnc1C	-4	0	-8	6	-2	2.5	-1	1	0.0
O=C(N=C1SC2CS(=O)(=O)CC2N1Cc1ccccc1Cl)C1CC1 (configuration not stated)	13	-4	-3	8	-11	-0.3	-8	-1	-0.1
CC(=O)N1N=C(c2cccc(Br)c2)OC12CCCC2	7	-1	1	17	-29	-2.3	-3	5	0.1
O=C(COC(=O)c1ccc2c(c1)C(=O)N(Cc1ccncc1)C2=O)Nc1cccc2ccccc12	-4	9	6	4	-12	-4.3	19*	-3	0.0
Cc1cc(C)cc(N(C(=O)C2CCCC2)C2C=CS(=O)(=O)C2)c1 (configuration not stated)	8	-2	2	12	5	0.8	2	1	0.0
CCN(CC)S(=O)(=O)c1ccc(NC2c3ncccc3C(=O)N2Cc2ccccc2)cc1 (configuration not stated)	-6	2	1	-5	27	1.6	-3	5	0.2
Cc1cc([N+](=O)[O-])cnc1NC(C)c1ccccc1 (configuration not stated)	-10	-6	-3	-7	-2	4.7	-3	2	0.2
CN(C)S(=O)(=O)c1cccc(C(=O)NCC(=O)NC2CCN(Cc3ccccc3)CC2)c1	-12	-1	-14	3	-6	0.3	3	-4	0.2
COc1cc(C(=O)Nc2ccc3c(c2)OCCO3)c(-n2cnnn2)cc1OC	-1	2	-7	-4	4	0.7	-2	-4	0.2
CCCCOC(=O)CCc1nc2ccccc2[nH]1	-1	-4	-1	13	-8	-1.8	1	-5	-0.1
COc1ccc(/C=N/NC(=O)CNC(=O)C2COc3ccccc3O2)cc1OC (configuration not stated)	-3	5	-6	-5	2	0.7	-2	4	0.1
O=C(NC(=S)Nc1ccc(N2CCOCC2)cc1)c1ccco1	-6	2	1	0	8	-1.1	1	-3	0.1
O=C(CNC(=O)c1cccc([N+](=O)[O-])c1)NC1CCCc2ccccc21 (configuration not stated)	4	.	.	1	2	0.9	.	-4	-0.1
COc1ccccc1NC(=O)CCCCC(=O)Nc1ccccc1OC	-2	2	2	16	3	2.4	2	4	0.2

3 entries from above, arranged by the value under procasp3 activ, descending:
molecule | procasp3 activ
Cc1cc(C)cc(N(C(=O)C2CCCC2)C2C=CS(=O)(=O)C2)c1 (configuration not stated) | 8
COc1ccc(/C=N/NC(=O)CNC(=O)C2COc3ccccc3O2)cc1OC (configuration not stated) | -3
CCN(CC)S(=O)(=O)c1ccc(NC2c3ncccc3C(=O)N2Cc2ccccc2)cc1 (configuration not stated) | -6

More entries:
SMILES	procasp3 activ	TPT1 inh	HCV core dimer	procasp7 counter	JMJD2C inh	PP5 primary	CTSL1 counter	PP1 inh	Efflux pump mplx
NC(=O)c1nsc(C(=O)N(c2cccc(F)c2)C(C(=O)NCC2CCCO2)c2c[nH]c3ccccc23)c1N (configuration not stated)	-1	0	6	2	12	4.5	0	1	0.0
COc1ccc(CCNC(=O)c2ccco2)cc1OC	0	2	-1	1	6	0.1	-2	0	0.2
CCC(=O)NCc1nc2ccccc2n1Cc1ccccc1F	-2	1	9	10	-6	-2.1	1	-1	-0.1
CC(=O)n1cc([C@H]2C=C(C(N)=O)O[C@@H](OCc3ccc(CO)cc3)C2)c2ccccc21	-5	1	-4	-16	-24	4.1	1	2	0.1
CC1(C)CC(=O)C2=C(C1)OC(N)=C(C#N)C2Cc1ccccc1 (configuration not stated)	-1	0	5	-8	11&-5	4.0	-5	-6	0.9
CS(=O)(=O)c1ccc(C(=O)NCC(c2ccco2)N2CCCCC2)cc1 (configuration not stated)	-1	-2	-6	0	-10	-1.7	3	-3	0.0
CCOc1ccc(NC(=O)C2CC(=O)N=C(N)S2)cc1 (configuration not stated)	6	2	-4	-7	0	-1.1	2	3	-0.1
COc1ccc(NC(=O)C(=O)N/N=C(\C)CC(=O)Nc2ccccn2)c(OC)c1	-11	-2	2	-9	3	-1.2	3	0	-0.1
O=C(COC(=O)/C=C/c1ccccc1Cl)NC(=O)NCc1ccccc1	-6	.	.	0	1	-0.8	.	1	-0.4
CCCc1cc(N2CCCC(C(=O)Nc3c(OC)cccc3OC)C2)n2ncnc2n1 (configuration not stated)	7	-2	1	10	-5	1.4	0	-3	-0.1
O=C(CN1CCOCC1)NNc1c2ccccc2nc2ccccc12	-9	1	-10	1	0	0.3	2	-6	0.2
CC1(C)CC(=O)C2=C(C1)N(c1ccccc1)C(N)=C(C#N)C2c1ccccc1 (configuration not stated)	-2	-3	-6	-7	3	0.7	1	0	0.0

5 structures already listed, arranged by SMILES length, lowest first.
SMILES	procasp3 activ	TPT1 inh	HCV core dimer	procasp7 counter	JMJD2C inh	PP5 primary	CTSL1 counter	PP1 inh	Efflux pump mplx
CCC(=O)NCc1nc2ccccc2n1Cc1ccccc1F	-2	1	9	10	-6	-2.1	1	-1	-0.1
CCOc1ccc(NC(=O)C2CC(=O)N=C(N)S2)cc1 (configuration not stated)	6	2	-4	-7	0	-1.1	2	3	-0.1
O=C(COC(=O)/C=C/c1ccccc1Cl)NC(=O)NCc1ccccc1	-6	.	.	0	1	-0.8	.	1	-0.4
CC1(C)CC(=O)C2=C(C1)N(c1ccccc1)C(N)=C(C#N)C2c1ccccc1 (configuration not stated)	-2	-3	-6	-7	3	0.7	1	0	0.0
CC(=O)n1cc([C@H]2C=C(C(N)=O)O[C@@H](OCc3ccc(CO)cc3)C2)c2ccccc21	-5	1	-4	-16	-24	4.1	1	2	0.1

Three entries from above, bar-delimited:
SMILES | procasp3 activ | TPT1 inh | HCV core dimer | procasp7 counter | JMJD2C inh | PP5 primary | CTSL1 counter | PP1 inh | Efflux pump mplx
CS(=O)(=O)c1ccc(C(=O)NCC(c2ccco2)N2CCCCC2)cc1 (configuration not stated) | -1 | -2 | -6 | 0 | -10 | -1.7 | 3 | -3 | 0.0
CC1(C)CC(=O)C2=C(C1)OC(N)=C(C#N)C2Cc1ccccc1 (configuration not stated) | -1 | 0 | 5 | -8 | 11&-5 | 4.0 | -5 | -6 | 0.9
COc1ccc(NC(=O)C(=O)N/N=C(\C)CC(=O)Nc2ccccn2)c(OC)c1 | -11 | -2 | 2 | -9 | 3 | -1.2 | 3 | 0 | -0.1

More records follow:
SMILES	procasp3 activ	TPT1 inh	HCV core dimer	procasp7 counter	JMJD2C inh	PP5 primary	CTSL1 counter	PP1 inh	Efflux pump mplx
Clc1cccc(CSc2nnc(-c3ccccn3)n2Cc2ccco2)c1	-5	0	14	4	-3	4.2	2	7	0.1
Cc1ccc(C)c(OCC(=O)NNC(=O)C2CC2)c1	6	0	4	7	39	0.8	-10	-1	-0.2
O=C(CSC1=NC(=O)C(c2ccccc2)C(=O)N1)Nc1ccccc1Cl (configuration not stated)	1	-5	-2	-11	7	-1.2	2	-1	0.0
COc1ccc(C(=O)NCC(=O)N2CCc3ccccc3C2)cc1	8	0	-4	5	5	-2.2	-1	-3	0.0
CC(OC(=O)CCc1nc2ccccc2[nH]c1=O)c1ccccc1 (configuration not stated)	9	3	4	12	-8	-1.6	-3	-3	0.2
Cc1ccc(C(=O)COc2ccccc2C(=O)Nc2ccccc2)cc1	-5	-4	4	6	2	1.5	-4	-2	0.1
COc1ccc(N2C(=O)CC(Cc3ccccc3OC)C2=O)cc1 (configuration not stated)	-11	2	-9	-3	-11	-3.0	-1	0	0.3
CC(C)=CCN1CCN(Cc2nc(-c3ccc(F)cc3)cs2)CC1CCO (configuration not stated)	-2	0	4	5	-2	0.7	5	-4	0.1
Cc1cccc(NC(=O)C2CCN(c3ncnc4c3nc3n4CCCCC3)CC2)n1	-8	4	-4	-1	12	1.1	-6	-3	0.0
CCc1ccc(CCC(=O)Nc2ccccc2C(=O)O)o1	-3	-1	-2	-4	3	-0.4	1	-1	-0.1
CC(C(=O)NCC(=O)Nc1ccc(F)c(F)c1F)N1CCN(c2ccc(O)cc2)CC1 (configuration not stated)	-19	.	.	-23	-3	0.1	.	-2	-0.3
O=C(c1cc(Br)ccc1Cl)N1CCN(c2ncccn2)CC1	1	0	3	12	-7	-0.9	9	-3	0.2
CCc1ccc(NC(=O)CSc2nc3ncc(Br)cc3[nH]2)cc1	-1	0	5	4	17	3.6	2	4	0.0
C(#CC1CCCCC1)c1ccc2c(c1)COc1c3ccccc3nn1-2	7	3	3	8	-10	2.2	-2	1	-0.1
CCOC(=O)C1CCN(C2CCN(C(=O)c3oc4c(C)c(C)ccc4c3C)CC2)CC1	4	22	4	5	3	1.4	-2	3	-4.5
Clc1ccc(CNCCCSc2ncccn2)cc1Cl	3	-7	-3	8	-18	2.2	-1	1	0.3
Cc1ccc(C(=O)N2CCN(Cc3ccccc3)CC2)o1	-3	1	4	1	5	-2.5	-1	-2	0.2
C[C@H](NC(=O)c1ccccc1)C(=O)OCC(=O)c1c[nH]c2ccccc12	-5	.	.	3	7	-0.3	.	-2	-0.1
COc1ccc(OC)c(S(=O)(=O)Nc2ccc(OCC(=O)O)cc2)c1	-5	-3	4	-8	1	3.0	-3	-5	0.0
CC1CN(C2CCN(C(=O)COc3ccc(Cl)cc3)CC2)CC(C)O1 (configuration not stated)	4	-5	-3	2	-3	1.6	0	0	-0.1

High-throughput results deposited in PubChem by several laboratories.
